KDM5B inh: blocks human KDM5B histone demethylase activity. hit rate 2.6% among 220,000. KDM5B demethylase, FDH-coupled NADH fluorescence (FDH is formaldehyde dehydrogenase). AID 1347165. Potency, µM (top dose mostly 57.7 µM), without a hit: at the highest dose activity change, negative = inhibition, hits mostly inhibitors. Q9UGL1; active = well fitted inhibition curve with a large enough effect; inconclusive = small, poorly fitted or top-dose-only effect; inactive = no such curve, though single readings can be large or run the other way; also: 0% is about no effect; nearly all actives have a fitted effect of over 70% in size
Target sequence (Q9UGL1 whole entry, looked up): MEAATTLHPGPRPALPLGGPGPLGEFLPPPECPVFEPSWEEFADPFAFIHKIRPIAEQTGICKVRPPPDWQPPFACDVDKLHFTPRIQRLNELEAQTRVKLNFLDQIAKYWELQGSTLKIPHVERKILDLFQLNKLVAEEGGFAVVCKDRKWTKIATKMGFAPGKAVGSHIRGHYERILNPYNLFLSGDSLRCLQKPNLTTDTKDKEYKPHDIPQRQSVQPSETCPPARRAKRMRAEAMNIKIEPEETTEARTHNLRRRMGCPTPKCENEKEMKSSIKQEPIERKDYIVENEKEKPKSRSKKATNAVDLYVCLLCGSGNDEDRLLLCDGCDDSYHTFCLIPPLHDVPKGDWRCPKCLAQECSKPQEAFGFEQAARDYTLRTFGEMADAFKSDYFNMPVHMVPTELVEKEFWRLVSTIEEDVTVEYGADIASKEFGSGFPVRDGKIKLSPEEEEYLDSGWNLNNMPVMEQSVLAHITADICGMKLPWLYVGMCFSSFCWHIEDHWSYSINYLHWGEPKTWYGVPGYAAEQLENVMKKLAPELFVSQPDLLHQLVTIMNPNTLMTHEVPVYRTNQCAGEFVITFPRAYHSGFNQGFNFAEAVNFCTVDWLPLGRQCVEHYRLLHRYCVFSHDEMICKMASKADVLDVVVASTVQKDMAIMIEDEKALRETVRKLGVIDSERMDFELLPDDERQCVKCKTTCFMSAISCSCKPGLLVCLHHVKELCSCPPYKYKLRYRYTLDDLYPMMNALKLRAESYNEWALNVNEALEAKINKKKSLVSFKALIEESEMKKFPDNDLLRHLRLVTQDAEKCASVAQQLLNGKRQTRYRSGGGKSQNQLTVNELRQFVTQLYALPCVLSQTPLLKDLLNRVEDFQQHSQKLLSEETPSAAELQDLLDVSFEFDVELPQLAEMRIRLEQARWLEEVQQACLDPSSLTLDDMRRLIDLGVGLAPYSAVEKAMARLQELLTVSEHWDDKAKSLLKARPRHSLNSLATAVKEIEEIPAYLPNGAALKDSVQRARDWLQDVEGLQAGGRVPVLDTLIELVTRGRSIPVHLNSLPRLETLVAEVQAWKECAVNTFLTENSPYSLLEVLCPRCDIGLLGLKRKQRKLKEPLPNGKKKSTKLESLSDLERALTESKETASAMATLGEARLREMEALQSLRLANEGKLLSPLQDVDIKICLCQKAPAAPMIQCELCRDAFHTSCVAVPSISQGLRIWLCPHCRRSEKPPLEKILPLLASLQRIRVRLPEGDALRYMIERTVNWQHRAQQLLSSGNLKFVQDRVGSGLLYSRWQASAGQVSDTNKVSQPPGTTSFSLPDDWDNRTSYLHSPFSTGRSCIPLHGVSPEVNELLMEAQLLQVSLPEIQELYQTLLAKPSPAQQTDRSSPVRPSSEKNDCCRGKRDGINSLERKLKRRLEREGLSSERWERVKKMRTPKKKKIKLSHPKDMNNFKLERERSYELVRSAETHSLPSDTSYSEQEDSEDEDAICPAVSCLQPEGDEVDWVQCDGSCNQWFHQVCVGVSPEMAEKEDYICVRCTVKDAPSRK
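KDM5BΔAP (200 nM final) in 50 mM HEPES pH 7.5, 0.01% Tween-20 was preincubated 10 min at RT with compound over a concentration range. Substrate mix (H3K4me3 12.5 µM, α-KG 25 µM, Fe²⁺, ascorbate, NAD⁺, FDH) was added, and NADH fluorescence change over 30 min gave dose-response curves.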
An asterisk follows results filed as active; ? = inconclusive; & = joins results of further samples; [ ] = dose if it differs, or a comment. Potency is read from the fitted curve at half-maximal effect. A portion of the library (hit frequency here may not be typical).

SMILES | KDM5B inh
COc1ccc(-c2c(C)nn3c2NC(=O)CCC3=O)cc1S(=O)(=O)Nc1ccccc1F | 15.5%
COc1cc2c(C(=O)N3CCN(c4cccc(C(F)(F)F)c4)CC3)cn(CC(C)C)c(=O)c2cc1OC | -27.0%
Cc1cc2ncc(C(=O)N3CCCn4nc(CCC(=O)O)cc4C3)c(=O)n2[nH]1 | ?
O=C(CN1C(=O)c2ccccc2S1(=O)=O)c1ccccc1Cl | -2.0%
O=C(COC(=O)c1cc2ccccc2oc1=O)NCC1CCCCC1 | 34.1%[activator]
CCOc1ccccc1N(C)C(=O)c1cc2c(=O)n(CC)c3ccccc3c2s1 | 7.0%&-9.1%
COCCNc1nc2c(c(=O)[nH]c(=O)n2C)n1CCC(C)C | 16.6%
Cc1cnc(CC2CCCN(C(=O)C3CC3)C2)n1C(C)C (stereo not given) | -6.8%
COc1ccc(/C=N/OC(=O)Nc2ccc(Cl)cc2)c(OC)c1 | -7.8%
COc1ccc(CN2C=C(C(=O)OCc3nc(-c4cccs4)no3)C(C)=NS2(=O)=O)cc1 | -15.4%
CN(CC(=O)Nc1cccc(F)c1)C(=O)c1cc2ccccc2cc1O | 0.2%
O=c1c(S(=O)(=O)c2ccccc2)cn(Cc2ccccc2)c2cc(N3CCOCC3)c(F)cc12 | ?
CCCCn1nnnc1CN1CCCC1c1ccc2c(c1)OCCO2 (stereo not given) | 7.5%
Cc1cccc(NC(=O)c2ccc(CNC(N)=O)cc2)c1C | -2.2%
O=C(CC1C(=O)N(c2ccccc2)C(=O)N1Cc1ccc2c(c1)OCO2)Nc1ccccc1 (stereo not given) | -12.4%
CCC(C)NC(=O)c1cc(C2CC2)nc2ccccc12 (stereo not given) | -8.5%
O=C(Nc1ccc(Cl)cc1)N1CCN(c2cc(=O)n3nc(-c4ccco4)sc3n2)CC1 | 23.6%
COc1ccc(-n2c(-c3cccc(F)c3)nc3c(cnn3-c3ccc(C)cc3)c2=O)cc1 | ?
Cc1nc2cc(-c3nc(CC4CCN(C)CC4)nn3CCO)ccc2s1 | 39.8%[activator]
O=C(O)Cn1c(=O)c2c(ncn2Cc2ccccc2)n(Cc2ccccc2)c1=O | -10.0%
Cc1cccc(NC(=O)Cn2c(C)cc3nc4n(c(=O)c32)CCCCC4)c1C | -19.3%
O=C(c1ccc(OCc2ccncc2)cc1)N1CCN(C2CCS(=O)(=O)C2)CC1 (stereo not given) | 18.1%
COCCOCCCNC(=O)CCNC(=O)c1ccc(C(C)(C)C)cc1 | 3.6%
CC(C)c1noc(-c2cn(C3CCN(C(=O)c4ccc[nH]4)C3)nn2)n1 (stereo not given) | 1.1%
Nc1nnnn1NCc1ccc(-c2ccc(F)cc2)o1 | -25.0%
CCOC(=O)Cc1ccc(NC(=O)NCc2c(-n3cccc3)sc3c2CCCC3)cc1 | 12.0%
CC(=O)C1=C(C)Nc2ncnn2C1c1cccc(O)c1 (stereo not given) | -15.4%
CCCc1noc(-c2ccn3c(CNC(=O)CCC4CCCC4)nnc3c2)n1 | 3.55µM*
CN(C)c1ccc(C(=O)N[C@H]2CO[C@H]3[C@@H]2OC[C@@H]3n2cc(-c3ccccn3)nn2)cc1 | -1.3%[86.2 µM]
CC(C)=CC(=O)NC(c1cccs1)C(C)C (stereo not given) | -0.7%
COc1cccc(CNC(=O)C2Cn3cccc3C(=O)N2Cc2ccccc2)c1 (stereo not given) | 4.3%
Cc1cc(C)cc(-n2c(C)nc3cc(C(=O)NCc4ccccc4Cl)ccc32)c1 | -27.2%
CC1=Nc2ccccc2N=C(NC(=O)CN2CCN(c3ccc(F)cc3)CC2)C1c1ccccc1 (stereo not given) | 11.2%
CC(C)(C)c1ccc(CNCCC(=O)O)cc1 | -14.6%
Cc1cc(C(=O)NCCc2ccccc2)c2ccccc2n1 | 5.5%
NC(=O)[C@@H]1CN(C2CCSCC2)C[C@H]1COc1ccncc1 | -21.4%
Cc1ccccc1-c1cnc2[nH]cc(CC(=O)NC3CC3)c2c1 | 28.2µM*
COc1ccccc1CNC1(Cc2cc(CN3CCOCC3)on2)COC1 | 12.8%[86.2 µM]
Clc1cccc(NN=C2c3ccccc3-c3ccccc32)c1 | 34.3%
O=C1NC(C(=O)NCc2ccccc2)Cn2cccc21 (stereo not given) | -2.9%
CCOC(=O)c1cnn(-c2ccc(C(=O)Nc3cccc(C(C)=O)c3)cc2)c1N | -2.8%
Cc1cccn2c(=O)c3cc(C(=O)N4CCOCC4)sc3nc12 | 26.2%
CCOc1ccc(-c2cnc(NCc3ccc(C(F)(F)F)cc3)n2C)cc1 | ?
Cc1noc(-c2cccc(OC3CN(C(=O)c4cc(F)ccc4F)C3)c2)n1 | 5.3%
CC(C)(O)C#Cc1ccc(C(=O)NCC(c2ccccc2)c2ccccc2)cc1 | 23.4%
COC(=O)[C@@H](C)NC(=O)[C@H]1CN(S(=O)(=O)c2ccccc2)CCN1C(=O)N1CCOCC1 | -2.0%
O=C(NCCc1nc(-c2ccccc2)no1)c1cc(=O)c2cc(Cl)ccc2o1 | -7.9%
CCOC(=O)c1cccc(NC(=O)CSc2nncn2-c2ccccn2)c1 | 2.6%
O=C(NCCOc1ccccc1)c1cnc2n1CCN(Cc1ccc3[nH]ccc3c1)CC2 | -7.2%[86.2 µM]
C[S+](=O)([O-])N1CC2(Cc3ccccc31)CN(C(=O)C1CC1)C2 | -11.9%[86.2 µM]

Rewritten with the structure last: entries from further up
KDM5B inh,molecule
-8.5%,CCC(C)NC(=O)c1cc(C2CC2)nc2ccccc12 (stereo not given)
23.6%,O=C(Nc1ccc(Cl)cc1)N1CCN(c2cc(=O)n3nc(-c4ccco4)sc3n2)CC1
?,COc1ccc(-n2c(-c3cccc(F)c3)nc3c(cnn3-c3ccc(C)cc3)c2=O)cc1
39.8%[activator],Cc1nc2cc(-c3nc(CC4CCN(C)CC4)nn3CCO)ccc2s1
-10.0%,O=C(O)Cn1c(=O)c2c(ncn2Cc2ccccc2)n(Cc2ccccc2)c1=O

Next compounds
SMILES | KDM5B inh
O=C(COC(=O)Cn1cnc2ccccc21)Nc1ccc(Cl)c(C(F)(F)F)c1 | -12.3%
CSc1cccc(NC(=O)c2ccc(NC(=O)N3CCSc4nc(C)cc(C)c43)cc2)c1 | ?
CCOc1ccccc1NC(=O)c1ccc2ccccc2n1 | -13.7%
CN(C)c1cc(C(=O)NC(C2CC2)C2CC2)ccn1 | 8.9%
Cc1[nH]c2ccccc2c1C(=O)C(C)Sc1nnc(CCC(N)=O)n1CC(C)C (stereo not given) | 6.6%
O=C(CCSc1ccc(Cl)cc1)Nc1ccc(CSc2ccccc2)cc1 | 8.1%
O=C(COc1ccc(F)cc1)N1CCc2nn(Cc3ccccc3)c(=O)n2CC1 | -22.5%
CCOc1ccc(CN2CCNC(=O)C2CC(=O)NC2CCCCCC2)cc1 (stereo not given) | -35.7%
CCc1ccc2[nH]c(C(=O)O)cc2c1 | ?
CCc1ccccc1NC(=O)Cn1nnc(C(=O)NCc2cccs2)c1N | 8.5%

Another view of two compounds above:
SMILES	KDM5B inh
CSc1cccc(NC(=O)c2ccc(NC(=O)N3CCSc4nc(C)cc(C)c43)cc2)c1	?
CCOc1ccccc1NC(=O)c1ccc2ccccc2n1	-13.7%

Compounds listed so far containing a CF3 group, in the order listed:
SMILES | KDM5B inh
COc1cc2c(C(=O)N3CCN(c4cccc(C(F)(F)F)c4)CC3)cn(CC(C)C)c(=O)c2cc1OC | -27.0%
CCOc1ccc(-c2cnc(NCc3ccc(C(F)(F)F)cc3)n2C)cc1 | ?
O=C(COC(=O)Cn1cnc2ccccc21)Nc1ccc(Cl)c(C(F)(F)F)c1 | -12.3%

Other records:
SMILES | KDM5B inh
CCC(C)C(NC(=O)c1ccc(C(F)(F)F)cc1)C(=O)O (stereo not given) | -2.1%
CCOc1ccc(S(=O)(=O)Nc2ccc(N3CCNCC3)c(C(=O)NCC(C)C)c2)cc1 | 1.3%
Cc1ccc(NC(=O)CN2C(=O)NC3(CCC(C)CC3)C2=O)c(Cl)c1 (stereo not given) | -10.3%
Cc1ccccc1OCCN(C)C(=O)c1cc2ccccc2[nH]1 | -19.2%
CN(C)C(C(=O)N1CCN(c2ncccc2C#N)CC1)c1cccc(F)c1 (stereo not given) | ?
Cc1cccc(N2C(=O)c3ccccc3NC2c2cnc3ccccc3n2)c1 (stereo not given) | ?
CN(CCc1ccccn1)[C@H]1[C@@H]2OC[C@@H](O2)[C@@H](N(CC2CC2)CC2CC2)[C@@H]1O | ?
COc1cc(OC)c(OC)cc1CNC(=O)c1nn(Cc2ccccc2)c(=O)c2ccccc12 | 8.2%
Cc1noc(C)c1S(=O)(=O)N1CCC2(C1)OC(=O)Nc1cnccc12 (stereo not given) | -23.1%
c1coc(-c2nc(CNC3CCC4(CCNCC4)CC3)no2)c1 | 13.1%
CC1CCN(C(=O)c2ccccc2OCC2CCCN(C3CCC3)C2)CC1 (stereo not given) | -13.5%
CN(C)C[C@@H]1CN(Cc2cccnc2)C[C@H]1NC(=O)C1(c2ccccc2)CC1 | -18.8%
CCc1ccc(NC(=O)c2cc3c(=O)n(Cc4cccs4)ccc3nc2C)cc1 | ?
CCCOc1ccc(CN2C[C@@H](CO)[C@H](C(=O)N(C)C)C2)cc1 | 20.6%
O=S(=O)(c1ccc(F)cc1)N1CCOC[C@H](Oc2cnccn2)C1 | 19.5%[86.2 µM]
CCOc1ccc2cc(C(=O)O)[nH]c2c1 | ?
COc1ccc(CN2CCc3nc(C4CC4)nc(-c4ccc(O)cc4)c3CC2)cc1 | ?
Cc1ccc(C(=O)N2C(C(=O)N3CCOCC3)COC23CCN(C(=O)c2ccc(F)cc2)CC3)cc1 (stereo not given) | 23.5%
COc1ccccc1CN[C@H]1Cc2ccc(cc2)Nc2cc(ccc2OC)C[C@H](C(=O)NCc2ccccc2)N(C)C1=O | -24.4%
COC(=O)c1c(NC(=O)/C(C#N)=C/c2ccccc2)sc2c1CCC2 | -27.3%
Cc1onc(-c2cnn(C)c2NCc2ccc(C#N)cc2)c1C(=O)N1CCN(C)CC1 | -29.1%[86.2 µM]
Cc1nn(C(C)C(=O)NCc2ccc(OC(C)C)cc2)c(=O)c2c1sc1ccccc12 (stereo not given) | ?
CC(=O)N1CCc2c(sc3c2c(=O)n(-c2cc(Cl)ccc2C)c(=O)n3C)C1 | -8.0%
COc1cccc(Cn2ccn(-c3ccc(F)cc3)c(=O)c2=O)c1 | -2.2%
Cc1cc(C)cc(-n2nnnc2SCC(=O)N(C)c2ccccc2C(=O)NCc2ccco2)c1 | -29.8%
N#Cc1cccc(C(=O)N[C@H]2[C@H](O)[C@H](O)C[C@@H]2c2cccnc2)c1 | -12.2%[86.2 µM]
CCOc1ccc(CNC(=O)C2CCN(C(=O)c3ccc(-n4ccc5ccccc54)s3)CC2)cc1 | 5.5%
CCOc1ccc(CNC(=O)c2noc(C)c2Cn2nc(C)cc2C)cc1 | 3.2%
COC(=O)c1ccccc1OS(=O)(=O)c1ccc2c(c1)CCCC2 | 12.9%
CC12CC3(C)CC(N)(C1)CC(C(=O)O)(C2)C3 | -0.6%
O=C(N/N=C\c1cc(Br)cs1)c1ccc(Cl)cc1 | 9.8%
O=C(Cc1cccc(F)c1)N1CCC(Cc2nc(-c3cnccn3)no2)CC1 | 7.8%
COCc1nc(NCCc2nc3ccccc3s2)cc(C2CC(N)C2)n1 (stereo not given) | -13.5%
Cc1ccc(C(=O)NC(=S)NCc2ccccc2)cc1Br | -10.9%
COC(C)CC(=O)NCc1cccc(C#N)c1 (stereo not given) | 0.9%
Cc1cc2c(cc1S(=O)(=O)CCC(=O)NCc1ccccc1)OCC(=O)N2 | -16.7%
COc1cccc(C2C(C(=O)Nc3ccc(Cl)cc3)=C(C)Nc3c(C(=O)Nc4ccccc4)cnn32)c1OC (stereo not given) | ?
Clc1ccc(N=Cc2ccc(C=Nc3ccc(Cl)cc3)cc2)cc1 | ?
CCn1nccc1C(=O)N1CCCC(c2nc(-c3ccccc3)no2)CCNC(=O)CC1 (stereo not given) | -17.7%
Cc1cccc(OCC2(CNCC3CC3)C[C@@H](O)[C@@H](O)C2)n1 (stereo not given in full) | -27.3%[86.2 µM]
COc1ccc(C)cc1NC(=O)/C=C/c1ccc2ccccc2n1 | 3.3%
CCN1CCN(C(=O)c2ccc3c(c2)N(Cc2ccc(F)cc2)C(=O)c2ccccc2S3(=O)=O)CC1 | -25.1%
Cc1nccnc1N1CCC(c2nnc(CN3CCCC3)n2C)CC1 | 9.8%
Cc1cc(C)c2c(N)c(C(=O)c3ccc(Br)cc3)oc2n1 | -23.4%
COCCOC1CCN(C(=O)c2cc(C)n(CCOC)c2C)CC1 | ?
Cc1ccc(NC(=O)c2ccc(Cl)c(S(=O)(=O)NCC3CCCO3)c2)c(O)c1 (stereo not given) | -30.6%
COc1ccc(CCC(=O)N2CCCC(c3nc(C)ncc3-c3cccc(C)c3)C2)cc1OC (stereo not given) | -15.1%
Cc1ccc2c(=O)c(C(=O)c3ccc(F)cc3)cn(CC(=O)NCc3ccccc3)c2n1 | -5.2%
CC(C)Nc1nc(-c2ccc3c(c2)CCC(=O)N3)cs1 | -28.7%
Cc1cccc(CN2C[C@@H](CO)[C@H](c3nc(C)no3)C2)c1 | 23.1%

Remaining list, next part:
SMILES | KDM5B inh
Cc1ccc(Cl)cc1-n1ncc2c(Nc3cccc4c3CCCC4)ncnc21 | ?
COc1ccc(CN2CCOC[C@H]2c2ncc(-c3cccnc3)[nH]2)cc1 | -16.4%[86.2 µM]
COc1ccccc1C(=O)OC1CCCN(C)C1 (stereo not given) | ?
O=C1CCCCCN1C1CCN(Cc2ccc(OC(F)(F)F)cc2)CC1 | 2.7%
O=C(NCCc1cccs1)c1cccc2c1CCN2C(=O)Nc1ccccc1 | -7.0%
COc1ccc(OC)c(NC(=O)Nc2nnc(N(C)C3CCCCC3)s2)c1 | -25.7%
CCCCNS(=O)(=O)c1ccc(N2CCCCS2(=O)=O)cc1 | -19.7%
